Compound activity (PubChem BioAssay)
TWEAK Fn14 block: blocks TWEAK-Fn14 interaction in a reporter cell assay. AID 1159606. TWEAK-stimulated Fn14 reporter cells, luciferase luminescence, 8 h. hit rate 2% among 360,000. inhibition, % at 10 µM; in the data active = inhibition above about 50%
TROY NFkB inh: inhibitors of TROY-dependent NF-kB signaling; Q293 LMP1-TROYcd NF-kB luciferase reporter, 4 h; inhibition, % at 10 µM; hit rate 0.98% among 360,000;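 active = compounds whose plate-normalised and pattern-corrected inhibition of the luciferase reporter signal at the single screening dose is 50% or more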
TLR9-MyD88 block: inhibitors of human TLR9-MyD88 binding. Q9NR96+Q99836. CHO BLA complementation TLR9-MyD88, CCF4 FRET ratio. inhibition, % at 4.98 µM. hit rate 0.21% among 340,000. AID 504734;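 active = inhibition above the mean over all tested compounds plus 3 SD, cut at about 21% in these data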;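 also: 0% = DMSO only wells and 100% = clavulanate BLA inhibitor control wells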
SRC3 inh: human NCOA3 inhibition; Q9Y6Q9; HEK293 GAL4-SRC3 luciferase reporter, luminescence; inhibition, % at 3.6 µM; hit rate 0.17% among 360,000; AID 588352;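 active = inhibition above a per-campaign cutoff, the mean of all compounds plus 3 SD, cut at about 60% in these data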;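 also: 0% = DMSO-treated cells and 100% = gossypol-treated cells at 36 µM; higher means less SRC3-driven luciferase light from the GAL4 reporter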
Target sequence (Q9Y6Q9 whole entry, looked up, the tested form may be a part): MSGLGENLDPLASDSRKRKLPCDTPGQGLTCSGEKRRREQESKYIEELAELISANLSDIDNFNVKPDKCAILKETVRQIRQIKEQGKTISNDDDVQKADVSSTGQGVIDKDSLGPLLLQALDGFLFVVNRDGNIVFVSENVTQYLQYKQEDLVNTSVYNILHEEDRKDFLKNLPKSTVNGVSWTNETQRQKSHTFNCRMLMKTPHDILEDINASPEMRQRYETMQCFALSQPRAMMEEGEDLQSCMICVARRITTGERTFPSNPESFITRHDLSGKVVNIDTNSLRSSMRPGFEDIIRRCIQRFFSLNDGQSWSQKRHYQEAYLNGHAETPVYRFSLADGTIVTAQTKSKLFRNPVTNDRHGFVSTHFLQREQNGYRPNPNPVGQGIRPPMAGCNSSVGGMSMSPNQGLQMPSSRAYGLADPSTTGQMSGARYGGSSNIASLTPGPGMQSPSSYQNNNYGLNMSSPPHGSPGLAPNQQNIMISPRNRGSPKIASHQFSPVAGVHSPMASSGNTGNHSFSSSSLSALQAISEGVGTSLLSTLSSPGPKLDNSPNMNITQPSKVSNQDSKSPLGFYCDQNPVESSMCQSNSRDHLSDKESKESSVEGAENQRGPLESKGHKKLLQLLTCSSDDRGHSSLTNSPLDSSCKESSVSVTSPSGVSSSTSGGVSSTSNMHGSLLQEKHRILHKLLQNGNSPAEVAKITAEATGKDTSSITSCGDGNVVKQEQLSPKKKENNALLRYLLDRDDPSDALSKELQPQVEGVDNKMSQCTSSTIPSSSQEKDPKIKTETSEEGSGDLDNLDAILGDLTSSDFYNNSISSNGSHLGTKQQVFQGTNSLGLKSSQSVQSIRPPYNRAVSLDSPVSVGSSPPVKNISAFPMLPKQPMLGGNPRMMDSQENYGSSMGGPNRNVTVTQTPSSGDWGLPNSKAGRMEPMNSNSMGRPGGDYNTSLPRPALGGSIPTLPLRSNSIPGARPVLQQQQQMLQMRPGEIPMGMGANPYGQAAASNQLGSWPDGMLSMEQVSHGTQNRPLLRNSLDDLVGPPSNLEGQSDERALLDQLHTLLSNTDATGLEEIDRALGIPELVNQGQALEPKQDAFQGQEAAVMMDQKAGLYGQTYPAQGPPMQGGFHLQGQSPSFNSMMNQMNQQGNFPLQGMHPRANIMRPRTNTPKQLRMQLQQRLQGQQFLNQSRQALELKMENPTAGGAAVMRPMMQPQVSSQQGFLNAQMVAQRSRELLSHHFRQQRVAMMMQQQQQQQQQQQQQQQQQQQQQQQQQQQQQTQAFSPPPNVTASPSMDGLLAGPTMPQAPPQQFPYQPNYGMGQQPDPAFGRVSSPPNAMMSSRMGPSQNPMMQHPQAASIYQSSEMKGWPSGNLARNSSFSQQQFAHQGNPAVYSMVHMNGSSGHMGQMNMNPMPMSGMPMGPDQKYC
NCOA2 inhibitor: human SRC2 (NCOA2) inhibition; Q15596; HEK293 GAL4-SRC2 luciferase reporter, luminescence; inhibition, % at 9 µM; hit rate 0.17% among 370,000; AID 651957;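 active = inhibition above the mean inhibition of all tested compounds plus 3 SD, set per campaign, cut at about 52% in these data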;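 also: 0% = DMSO treated cells and 100% = cells given Gossypol at 36 µM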
NR2F2 inh: NR2F2 (human) inhibition, primary screen; P24468; HEK293T NGFI-A luciferase reporter, luminescence; inhibition, % at 8.6 µM; hit rate 0.7% among 370,000;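 active = inhibition above a per-plate cutoff, mean inhibition of test wells between control levels plus 3 SD, cut at about 38% in these data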;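 also: cells cotransfected with COUP-TFII expression vector driving the NGFI-A reporter; 0% = median of COUP-TF2 test wells and 100% = reporter-only cells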
LMP1 NFkB inh: reduces LMP1-driven NF-kappaB luciferase signal; hit rate 0.69% among 350,000; LMP1-induced NF-kappaB luciferase reporter cells, luminescence; inhibition, % at 12.5 µM; AID 504558; in the data active = inhibition above about 41%;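 also: 0% = neutral control wells and 100% = reference inhibitor control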
C8 TRAIL sens: caspase-8 TRAIL sensitization. NB7+C8 cells + TRAIL, ATPlite viability luminescence. inhibition (viability loss, TRAIL sensitization), % at 10 µM. hit rate 1% among 360,000;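 active = compounds causing at least 50% loss of cell viability in the single-dose screen, relative to plate controls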
NR5A2 inv ag: NR5A2 inverse agonism in reporter assay | O00482 | HEK293T StAR-luciferase reporter, LRH-1 transfected, 24 h | inhibition, % at 3.6 µM | hit rate 0.13% among 360,000;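 active = inhibition above the mean inhibition of all tested compounds plus 3 SD, cut at about 73% in these data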;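 also: 0% = DMSO wells and 100% = reporter-only cells lacking LRH-1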
NOD2 RIPK2 PPI: NOD2-RIPK2 protein interaction inhibition; O43353; CHO BLA complementation NOD2-RIPK2, CCF4 ratio; inhibition, % at 4.98 µM; hit rate 0.38% among 360,000; AID 624267; in the data active = inhibition above about 21%;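 also: 0% = vehicle only and 100% = reference blocker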
SRC1 inh: inhibitors of human steroid receptor coactivator 1 (SRC1); HEK293 GAL4-SRC1 luciferase reporter, luminescence; Q15788; hit rate 0.12% among 360,000; inhibition, % at 3.6 µM;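 active = inhibition above the campaign mean plus 3 SD, with each screening campaign given its own cutoff, cut at about 60% in these data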;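 also: 0% = DMSO treated cells and 100% = gossypol at 36 µM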
Active calls of the source: *; . = no result given. Not all compounds are listed; the hit share may differ from the screen's.

SMILES	TWEAK Fn14 block	TROY NFkB inh	TLR9-MyD88 block	SRC3 inh	NCOA2 inhibitor	NR2F2 inh	LMP1 NFkB inh	C8 TRAIL sens	NR5A2 inv ag	NOD2 RIPK2 PPI	SRC1 inh
COc1ccc2cc(C(=O)C3CCCN(Cc4cnc(N5CCOCC5)s4)C3)ccc2c1 (configuration not stated)	23	11	-8	5	-17	-1	-13	2	-2	9	-53
CCc1ccccc1NC(=O)CCCSc1nc2ccccc2s1	-9	-15	2	-24	16	8	-6	-8	2	5	-30
Nc1ccc(S(=O)(=O)c2cc(O)c3ccccc3c2O)cc1	79*	74*	-5	-13	-50	-4	-5	-3	17	0	-10
Cc1ccc(CNC(=O)c2cc(S(=O)(=O)N3CCOCC3)cn2C)cc1	2	7	6	-9	-20	4	3	-1	-9	1	8
O=C(NCc1cccnc1)c1cc(C2CCCCN2S(=O)(=O)c2ccc(F)cc2F)on1 (configuration not stated)	1	-1	.	-17	12	5	.	0	3	-1	0
Cc1nnc(NC(=O)c2c(F)cccc2F)s1	19	1	-3	-2	23	2	53*	-2	12	-6	12
COc1ccc(CC(=O)N[C@@H]2c3cc(OC)c(OC)cc3C[C@H]2O)cc1	-4	-12	-2	-3	-10	-8	-3	2	16	-5	6
Cc1ccc2nc(N(CCCN(C)C)C(=O)c3ccc4ncsc4c3)sc2c1	-30	-35	6	-56	-54	-29	-8	4	-89	-9	-49
Cn1c(SCC(=O)NCC2CCCO2)nc2c([nH]c3ccccc32)c1=O (configuration not stated)	12	17	-5	18	-29	-26	-24	-11	-1	6	8
CN(C(=S)Nc1ccc(SC(F)F)cc1)c1ccc(O)cc1	19	-10	7	-6	-30	-21	10	13	-24	3	-26
CC(=O)C(=Nc1ccccc1Cl)NNc1ccc(Cl)cc1	-1	11	6	-2	13	30	-5	-2	17	7	-5
CC(NC(=O)C(=O)N1CCCCC1)C(c1cccs1)N1CCN(C)CC1 (configuration not stated)	31	-5	-3	2	16	11	-3	-14	-9	-4	-19
Cn1c(=O)n(-c2cccc(Cl)c2)c(=O)c2c3c(sc21)COC(C)(C)C3	-6	0	7	12	-10	-1	-8	-2	8	-8	-11
COC(=O)c1ccc(Nc2nc(C)cc(C)n2)cc1	-21	6	7	-5	2	5	-14	-17	4	1	-17
CCOC(=O)C1=C(C)NC2=C(C(=O)CC(C)(C)C2)C1c1cccc(C)n1 (configuration not stated)	15	3	-8	3	-31	15	0	5	18	-2	14
Cc1ccc2c(c1)NC(=O)[C@@]1(C)[C@@H](c3ccccc3)[C@H]3COc4ccccc4[C@@H]3N1C2=O	16	-10	-16	-2	-11	-4	-7	10	-3	3	-1
COCc1cc(=O)[nH]c(-c2ccccc2OC(F)(F)F)n1	9	0	2	9	-12	0	-9	-43	-16	-2	1
Cc1cc(/C=C(\C#N)C(=O)Nc2ccccc2)c(C)n1-c1ccc(C(=O)O)cc1	-7	8	2	9	-2	0	-2	16	3	0	-8
Cc1ccc(/C=N/n2c(COc3ccccc3)n[nH]c2=S)o1	0	-3	-10	16	-10	-3	10	-2	-11	12	2
S=C(NN=C1CCN(Cc2ccccc2)CC1)NC1CCCCC1	-12	1	12	7	-18	-20	-6	-6	3	7	-14
CC(C)=CC(=O)OCC(=O)Nc1ccc(SC(F)F)cc1	-50	-50	3	7	-2	-14	2	3	7	-2	3
O=[N+]([O-])c1cccc(CSc2nnc(Cc3ccccc3)n2-c2ccc(F)cc2)c1	1	0	0	21	9	-3	2	18	3	2	2
CCOc1ccc(C(=O)C2CCN(CC(=O)Nc3nccs3)CC2)cc1	0	12	-6	1	-21	18	1	-6	-20	-8	8
Cc1ccc(NS(=O)(=O)c2cc(C(=O)NCCSc3ccc(C)cc3)ccc2C)cc1	28	29	-1	9	-5	14	-1	26	-13	5	10
Cc1cc(-n2ccc(=O)[nH]c2=O)nc(-c2ccccc2)n1	17	23	-4	7	-6	-13	-2	-23	2	-5	-12
COc1ccc(CN2CCNC(=O)C2CC(=O)NCCC2=CCCCC2)c(F)c1 (configuration not stated)	0	7	-3	-5	-56	-8	3	0	-4	4	6
CC(C)CN(C(=O)c1nn(C)c(=O)c2ccccc12)c1nc2ccccc2s1	33	-23	5	-13	-8	-18	-11	-5	3	-5	9
CCOC(=O)C1(Cc2ccccc2)C(=O)Nc2ccccc21 (configuration not stated)	18	-5	-3	1	11	8	-9	8	9	0	10
Cc1cc(C)cc(OCc2nc3ncc(Br)cc3[nH]2)c1	4	19	-4	-9	16	-19	17	34	1	-1	10
O=C(CCCc1nc(-c2ccccc2Cl)no1)NCc1cccnc1	4	-7	0	-11	-15	-32	-16	-12	-16	-13	-37
O=C(Cc1ccc(Br)cc1)OCC(=O)c1ccc[nH]1	-21	-42	9	-8	-13	-1	3	-23	4	4	-14
COC(=O)C1=C(C)N(Cc2ccccc2)C(=O)N[C@H]1CCc1ccccc1	-4	-3	-1	3	-3	1	-7	3	17	-1	-13
COc1ccc(C(CNC(=O)c2c(C)nn(Cc3ccccc3)c2Cl)N2CCOCC2)cc1 (configuration not stated)	9	16	0	-6	-30	3	-5	-8	-6	2	-1
O=C(COC(=O)c1ccc(S(=O)(=O)N2CCCCCC2)cc1)NCc1ccc(Cl)cc1	5	-13	-8	-2	-6	3	-6	-9	-4	5	5
CCCCOc1ccc(CN2CCC(O)CC2)cc1	24	7	0	-25	-26	-31	-13	6	-53	2	-28
Cc1ccc(NC(=O)N(CCC(=O)O)Cc2ccccc2)cc1	-2	-2	-1	14	10	-10	-3	-2	-7	-5	3
COc1ccc(C2/C(=C(/O)c3ccc(C)cc3)C(=O)C(=O)N2c2ccccn2)cc1OC (configuration not stated)	8	11	-1	-5	7	18	-8	2	6	2	-3
O=c1c(Cc2ccc(F)cc2)c(O)ccn1CCCN1CCOCC1	-24	2	2	20	-56	-17	-4	-7	5	-18	-8
Cc1cc(=O)n2nc(N3CCCC(C(=O)NCCCN4C(C)CCCC4C)C3)sc2n1 (configuration not stated)	-2	-22	-3	-14	20	16	-3	-19	-14	-1	0
CCCCC[C@@H]1C=C(C(=O)O)[C@H](c2ccc(Br)cc2)N1S(=O)(=O)c1ccc(C)cc1	7	37	-7	-6	-9	1	0	-4	18	-5	10

An excerpt from above in order of the LMP1 NFkB inh value, lowest first:
Compound,TWEAK Fn14 block,TLR9-MyD88 block,SRC3 inh,NCOA2 inhibitor,NR2F2 inh,LMP1 NFkB inh,NR5A2 inv ag,NOD2 RIPK2 PPI,SRC1 inh
COc1ccc(C2/C(=C(/O)c3ccc(C)cc3)C(=O)C(=O)N2c2ccccn2)cc1OC (configuration not stated),8,-1,-5,7,18,-8,6,2,-3
COc1ccc(CC(=O)N[C@@H]2c3cc(OC)c(OC)cc3C[C@H]2O)cc1,-4,-2,-3,-10,-8,-3,16,-5,6
CC(C)=CC(=O)OCC(=O)Nc1ccc(SC(F)F)cc1,-50,3,7,-2,-14,2,7,-2,3

Next section
SMILES	TWEAK Fn14 block	TROY NFkB inh	TLR9-MyD88 block	SRC3 inh	NCOA2 inhibitor	NR2F2 inh	LMP1 NFkB inh	C8 TRAIL sens	NR5A2 inv ag	NOD2 RIPK2 PPI	SRC1 inh
CCCN1CCN(CCCNC(=O)CN2C(=O)COc3ccccc32)CC1	0	14	-9	12	-29	-20	7	6	2	-10	5
CN(C)/C=C/C(=O)c1ccccc1F	-3	7	-20	-3	-39	10	-3	-19	-22	9	-3
COc1ccccc1NC(=O)Nc1nc(CC(=O)N2CCN(c3ccccc3F)CC2)cs1	39	37	3	11	-43	21	6	16	1	5	-1
Cc1ccc(S(=O)(=O)Nc2nc(C)c(C(=O)N/N=C/c3ccccc3)s2)cc1	-6	-13	-4	-13	-11	14	-1	4	4	-7	-11
O=C(OCc1cc2ccccc2[nH]c1=O)c1cccnc1	6	19	-4	-2	9	3	-4	-1	1	-10	0
CN1CCN(Cc2c(C(=O)N/N=C/c3cccc(Br)c3)nnn2-c2nonc2N)CC1	3	11	4	11	7	-7	0	2	8	-2	1
CCOc1ccc(C(=O)N[C@H](C(=O)Nc2ccc(OC)c(S(=O)(=O)N3CCOCC3)c2)C(C)C)cc1	-3	-12	-13	24	-13	8	6	-12	18	0	11
Cc1ccc(NC(=O)CCN2C(=O)c3ccccc3C2=O)cc1C	-2	2	-8	5	.	.	13	-13	-14	9	10
CC1(CC(=O)N/N=C/c2cc(Br)c(O)cc2O)OCCO1	-3	-5	-1	5	17	4	-5	-29	2	3	-7
CCN(CC)c1ccc2c(C)c(CN3CCOCC3)c(=O)oc2c1	-41	-84	10	-2	.	.	-1	-4	-13	16	-7
Cc1cc([N+](=O)[O-])nn1CC(=O)NCc1nc2ccccc2[nH]1	-3	13	8	-7	-11	-2	-22	-8	0	-16	1
O=C(c1ccc(Cl)cc1)N1CCN(CCOc2ccccc2)CC1	10	12	-5	1	2	1	47*	1	16	-8	-16
COc1ccccc1-c1nc(-c2ccc(C)nc2OC)no1	-32	-79	0	-74	-43	-30	-17	14	-134	-2	-80
COc1cccc(NC(=O)c2ccccc2N2C(=O)C3C4C=CC(C4)C3C2=O)c1 (configuration not stated)	-8	-21	10	-1	-54	12	4	-1	-6	2	-1
Cc1cc(NC(=O)CSc2nnc(-c3ccccc3)c(-c3ccccc3)n2)no1	12	8	4	21	-12	10	2	2	16	-8	4
C[C@H]1CC[C@@]2(O[C@H](CCO)C[C@@H](O)[C@@H]2O)O1	-9	-3	3	-1	-13	-7	18	7	4	-7	-2
CCOC(=O)c1[nH]c2ccc(OC)cc2c1NC(=O)NC(C)C	-12	-2	-6	-20	-6	-17	-20	-11	-9	-12	-18
CCC(=O)NCCc1nc2cc(NC(=O)c3ccc(OC)cc3)ccc2n1C	-9	-69	-2	-37	-18	1	-5	9	-99	-3	-52
O=C(O)Cn1c(SCCOc2ccccc2F)nc2ccccc21	-19	0	-3	2	2	0	5	4	1	-9	-1
CCC(C)NC(=O)c1ccccc1NC(=O)c1ccccc1N(C)S(C)(=O)=O (configuration not stated)	-11	-9	-6	0	15	-8	2	-2	8	5	-8
O=c1[nH]c(CN2CCN(S(=O)(=O)c3ccc4c(c3)OCCO4)CC2)nc2sc3c(c12)CCCC3	-3	2	-3	13	2	-1	10	-2	3	-4	-2
CC(=O)/C=C(\C)NCCNc1c(F)c(F)c(CO)c(F)c1F	5	1	6	-20	-34	1	0	-14	-7	-4	-17
CN(C)Cc1c[nH]c2nccnc12	13	-19	10	7	12	-2	4	14	-5	-1	4
Cc1cc(OCC(=O)NCCCN2CCCC2=O)c2c(C)c(C)c(=O)oc2c1	0	-2	-12	-19	-16	-8	-13	19	-5	3	12
COc1ccccc1CNC(=O)c1ccc2nc(C)c(N(C)Cc3ccc(NC(C)=O)cc3)n2c1	-5	2	.	-2	0	-13	.	11	-2	12	-6
NNC(=O)CCn1c2ccccc2c2ccccc21	0	-3	0	1	-3	14	12	-2	-9	-5	-20
CC(C)(C)CN1CCN(Cc2cc3ccccc3[nH]2)CC1CCO (configuration not stated)	3	8	-13	-11	-1	8	5	8	7	-6	2
Cc1ccc(CCNC(=O)CN2CCN(Cc3ccccc3F)C2=O)cc1	5	-19	-4	6	-7	5	-8	-7	-11	-7	-11
